Screens deposited in PubChem BioAssay by National Center for Advancing Translational Sciences (NCATS).
AID inhibitor = Primary qHTS assay for inhibitors of Activation Induced Cytidine Deaminase (AID): AID signal; AID 1347428, 2020; actives 0.32% (n = 91,000); Potency, µM (series often up to 115 µM), without a hit: top-dose activity change, negative = inhibition, usual class: inhibitors; AID deamination FRET fluorescence, UDG-coupled, 4 h; note: nearly all actives have a fitted effect of over 25% in size
Target sequence (Q9GZX7 whole entry, looked up): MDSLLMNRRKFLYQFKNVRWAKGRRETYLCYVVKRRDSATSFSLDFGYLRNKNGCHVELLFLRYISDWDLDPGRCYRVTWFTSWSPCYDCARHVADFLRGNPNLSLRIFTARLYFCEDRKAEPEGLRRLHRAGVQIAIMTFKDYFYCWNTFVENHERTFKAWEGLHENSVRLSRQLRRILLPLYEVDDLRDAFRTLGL
UDG counterscr = Primary qHTS assay for inhibitors of Activation Induced Cytidine Deaminase (AID): UDG Counterscreen signal; FRET deamination/UDG coupled assay, UDG read, 4 h; actives 0.14% (n = 91,000); AID 1347430, 2020; Potency, µM (highest dose often 115 µM), for the others: at the top dose activity change, negative = inhibition, hits mostly inhibitors; note: nearly all actives have a fitted effect of over 65% in size
* = called active by the depositor; ? = inconclusive; [ ] = remark or other dose. Calls come from the whole dose curve; as a rule, active = well fitted curve in the direction sought with a large enough effect; inconclusive = small, poorly fitted or top-dose-only effect, or another doubt; inactive = no such curve, though single readings can be large; an effect the other way counts as inactive or inconclusive. % is set by controls: 0 for no effect and ±100 for the full control effect; potency is the fitted concentration of half-maximal effect. The list is partial (hit frequency here may not be typical).

canonical_smiles	AID inhibitor	UDG counterscr
Nc1nc(N2CCN(Cc3ccc(Cl)cc3)CC2)c2[nH]cnc2n1	-0.2%	-3.1%
CCCOc1ccc(NC(=O)Cc2ccc(OC)cc2)c2cccnc12	12.1%	-9.7%
COc1ccc(CN(C(=O)c2ccc(S(=O)(=O)N(C)C)cc2)C(C)Cc2cccs2)cc1 (stereo not given)	-14.9%	-7.9%
CCOc1ccc(CCNC(=O)c2nn(C)c3c2CSc2ccccc2-3)cc1	-23.2%	-5.5%[57.5 µM]
CC(=O)c1c(SCC(=O)Nc2ccc(F)cc2)nc(=O)[nH]c1C	-3.0%	-7.7%
CN(C)CCN(CC(=O)OC(C)(C)C)C(=O)/C=C/c1ccccc1F	-1.6%	-2.9%
Cc1ccc(Nc2nc3ccc(C(=O)c4ccccc4)cc3n3c(C)nnc23)c(C)c1	0.3%	-18.3%
O=C(Nc1cccc(Br)c1)N1CCN2CCCCC2C1 (stereo not given)	2.9%	-13.2%[57.5 µM]
O=C(NCc1ccccn1)C1CCN(C(=O)c2ccc(C(F)(F)F)cc2)CC1	-7.2%	2.1%
O=C(NC1(c2ccccc2)CCC1)c1cc(=O)[nH]c2ccccc12	0.3%	-4.2%
Cc1ccc(/C=N/Nc2ccc(Cl)c(Cl)c2)cc1	-0.6%	-2.8%
Nc1ncnc(Nc2ccccc2Cl)c1[N+](=O)[O-]	5.5%	8.4%
CN(Cc1ccc(C(N)=O)cc1)Cc1cccs1	15.4%	-8.2%
Cc1oc(-c2cccc(C(F)(F)F)c2)cc1C(=O)NC(C)C	-4.6%	-0.2%
COc1cccc(-n2cc(C(=O)Nc3cc(OC)c(OC)c(OC)c3)c3ccccc3c2=O)c1	-2.4%	5.6%
Nc1nonc1C(=O)NCCNCc1ccccc1F	-18.8%	-4.0%
Cc1ccc(NC(=O)C(C#N)=C2CCC(C)CC2)cc1 (stereo not given)	3.0%	0.5%
CCc1nc(SC)ncc1C(=O)N1CCN(c2cc(C)ccc2C)CC1	4.6%	-15.8%[57.5 µM]
FC(F)(F)c1cnc(Sc2ncnc3sccc23)c(Cl)c1	-15.6%	-8.8%
CC(C)Cc1nnc(NC(=O)C2(c3cccc(F)c3)CCC2)s1	-1.3%	7.3%
COC(=O)c1nc(NC(=O)c2ccccc2Cl)n[nH]1	-17.8%	17.3%
CS(=O)(=O)Cc1ccc(C(=O)OCc2ccc(Cl)cc2)cc1	-1.5%	4.5%
CCOC(=O)c1c(-c2ccccc2)csc1NC(=O)c1cc(-c2cccc(Cl)c2)on1	-10.0%	-6.3%
Cc1c(Cl)cccc1NC(=O)Cn1nc(C)c2ccccc2c1=O	2.1%	3.6%
CCC(C)c1ccc(C(N)C(C)C)cc1 (stereo not given)	-7.2%	3.4%
CCc1ccc(OCc2nc(-c3ccc(OC)c(OC)c3)no2)c(Br)c1	7.1%[57.5 µM]	-17.0%[57.5 µM]
COc1ccc(C2C(C(=O)Nc3ccc(C)cc3C)=C(C)Nc3nc(SCc4cccc(C)c4)nn32)c(OC)c1 (stereo not given)	-0.2%	-7.8%
CC1CCCCC1NC(=S)Nc1cccc2cnccc12 (stereo not given)	42.2%[activator]	0.7%
C/C(CC1CC2=C(CC1(C)C)C(C)(C)CCC2)=N\O (stereo not given)	-13.5%	-6.4%
CC1CCN(CCCNC(=O)CN2C(=O)CSc3ccc(S(=O)(=O)N4CCC(C)CC4)cc32)CC1	3.1%	6.5%

Next compounds:
canonical_smiles	AID inhibitor	UDG counterscr
Cc1cc2ccccc2n1-c1ccc(C(=O)N2CCC(C(=O)NCc3ccccc3Cl)CC2)s1	-22.4%	0.4%
CCCCOc1ccc(NC(=O)C(C)C)c2cccnc12	1.0%	2.1%
CC(=O)c1c(C)[nH]c(C)c1C	-0.4%	-10.9%
COc1cccc(Cn2c(=O)n(Cc3ccccc3)c(=O)c3c2c2cc(OC)ccc2n3C)c1	-6.8%	4.5%
c1cc(CNCCCN2CCCCC2)cs1	34.3%[activator]	-2.3%
CC1=C(C(=O)OC(C)C)C(c2ccc(Cl)cc2Cl)CC(=O)N1 (stereo not given)	-13.4%	-9.4%
Cc1oc2ncn(C)c(=O)c2c1C(=O)NC(C)c1ccccc1 (stereo not given)	18.2%	?
Cc1ccc(NC(=S)NCc2ccccc2Cl)cc1	-4.9%	-1.5%
CN(Cc1ccc(C(=O)NCC(F)(F)F)cc1)C(=O)Nc1ccccc1	3.6%	3.0%
CN(Cc1ccc(Cl)cc1)C(=O)c1ccc2ccccc2n1	-14.2%	-9.6%
O=C1NC(NS(=O)(=O)c2ccccc2)(C(F)(F)F)C(=O)N1c1ccc(F)cc1 (stereo not given)	25.5%	14.0%
CCc1cccc(CC)c1NC1=NS(=O)(=O)c2ccccc21	-10.8%	-7.3%
COc1cc([N+](=O)[O-])ccc1NC(=O)N1CCC2(CC1)Nc1ccccc1-n1cccc12	10.5%	1.4%
CC(=O)NCCC(=O)N(C)CC(=O)Nc1ccccc1C(F)(F)F	3.8%	0.3%
COc1ccc(-c2cc(C(=O)NCc3cc(OC)c(OC)c(OC)c3)[nH]n2)cc1	?	0.0%
CCCCNC(=O)C1CCN(c2nc3ccccc3nc2C(F)(F)F)CC1	-8.6%	-15.1%
CCCOc1ccc(NC(=O)CC2C(=O)N(c3ccc(C)cc3)C(=O)N2CCc2ccncc2)cc1 (stereo not given)	-8.7%	2.2%[57.5 µM]
O=C(Cn1c(=O)nc(-c2ccccc2)c2cc(Cl)ccc21)N1CCN(c2ccc(F)cc2)CC1	-23.9%	-6.5%
Cc1ccc(C)c(N2CCN(C(=O)C3CCCN(c4nnc(-n5cccc5)s4)C3)CC2)c1 (stereo not given)	-8.1%	13.7%
CCCC(=O)Nc1ccc(CNCc2ccc(F)c(Br)c2)cc1	0.9%	6.4%
COCc1ccc(CNC(=O)/C=C/c2ccccc2)cc1	-2.9%	-2.7%
CCC1CCc2c(sc(NC(=O)CC(C)(C)C)c2C#N)C1 (stereo not given)	2.2%	3.6%
COc1ccccc1/C=C(\C#N)C(=O)Nc1cccc(C(F)(F)F)c1	1.3%	-2.7%
Cc1ccc(CNCCCn2ccnc2)cc1	7.6%	-3.1%
CN(C)S(=O)(=O)c1ccc2c(c1)cc(C(=O)NCCc1ccco1)n2C	-14.2%	-6.5%
CCOC(=O)c1cnc2c(C)cc(C)cc2c1Nc1ccc(OCc2ccccc2)cc1	-1.6%	?
Cc1cccc(N2C(=O)C(CC(=O)Nc3cccc(F)c3)N(CCc3ccncc3)C2=O)c1 (stereo not given)	-11.7%	-7.7%
Cc1ccc(-c2noc(COC(=O)Cc3n[nH]c(=O)c4ccccc34)n2)cc1	5.3%	2.3%
O=c1[nH]c2cc(Cl)ccc2c(O)c1-c1ccc(Oc2ccccc2)cc1	-6.0%	-4.9%
Cc1ccc2c(=O)c(C(=O)c3cccc(Cl)c3)cn(CC(=O)NC3CCCCC3)c2n1	27.9%	-11.4%

An excerpt from above in order of molecular weight, smallest number first:
canonical_smiles	AID inhibitor	UDG counterscr
CC1=C(C(=O)OC(C)C)C(c2ccc(Cl)cc2Cl)CC(=O)N1 (stereo not given)	-13.4%	-9.4%
CN(C)CCN(CC(=O)OC(C)(C)C)C(=O)/C=C/c1ccccc1F	-1.6%	-2.9%
COc1cccc(-n2cc(C(=O)Nc3cc(OC)c(OC)c(OC)c3)c3ccccc3c2=O)c1	-2.4%	5.6%

Going on with the list:
canonical_smiles	AID inhibitor	UDG counterscr
Cc1ccc(OCCOc2ccc3ccc(=O)oc3c2)cc1C	0.1%	-0.7%
CCN(c1ccc(-c2csc(-c3ccsc3)n2)cc1)S(C)(=O)=O	-8.7%	-5.8%
CCCn1nc(C(=O)N2CCCc3ccccc32)c2ccccc2c1=O	-2.0%	-4.9%
O=C(CSc1nc2sc3c(c2c(=O)[nH]1)CCCC3)Nc1ccccc1F	-5.7%	-2.3%
CC(=O)c1cccc(NC(=O)c2nc(-c3ccc(C)cc3)n3c2CCCCC3)c1	-3.6%	-3.2%
Cc1cc2cc(NS(=O)(=O)c3c(C)cccc3[N+](=O)[O-])ccc2[nH]1	5.1%	-11.3%
CC1CCN(c2nc3c(S(=O)(=O)c4ccc(Cl)cc4)nnn3c3ccsc23)CC1	?	-28.1%
COC(=O)CC1Oc2ccc(Cl)cc2-n2cc(-c3ccc(C)cc3)nc21 (stereo not given)	0.5%	-11.8%
Cc1ccc(NC(=O)c2c(NC(=O)c3ccco3)sc3c2CCC(C(C)(C)C)C3)c(C)c1 (stereo not given)	-3.0%[57.5 µM]	-8.8%[57.5 µM]
CCOC(=O)c1[nH]c(C)c(CCC(=O)Nc2cc(Cl)c(OC)cc2OC)c1C	-6.2%	2.6%
CCCNC(=O)CSc1nnc(N2CCCCC2)n1-c1ccc(C)cc1	2.0%	3.9%
CCc1ccc(NC(=O)C(=O)NCCc2csc(-c3ccc(C(F)(F)F)cc3)n2)cc1	-1.8%	2.2%[57.5 µM]
Cc1cc(OC(=O)c2cccc(C)c2C)ccc1C(C)C	-3.9%	-9.2%
COc1cc2c(cc1OC)n(CC(=O)c1ccc(C)cc1)c(=O)n1nc(CCn3nc(C)cc3C)nc21	15.9%	-0.8%
CCc1ccc(NC(=O)CSc2nc3nccnc3c(=O)n2CCc2c[nH]c3ccccc23)cc1	10.9%	3.3%
Cc1oc2ncn(CC(C)C)c(=O)c2c1C(=O)N(Cc1ccccc1)C(C)C	11.5%	?
O=S(=O)(NC1CCSc2c(F)cccc21)c1cccc(F)c1 (stereo not given)	1.2%	-2.7%
Cc1nn(Cc2noc(C(=O)NCc3cccc(F)c3)n2)c(C)c1Br	-2.1%	10.1%
COc1cccc(OC)c1C(=O)Nc1c(NC2CCCC2)c2ccccc2oc1=O	5.1%	-2.0%
O=C(/C=C/c1cccs1)OCC(=O)c1cc2ccccc2o1	17.9%	0.0%
CCCCc1nc(N2CCN(CCO)CC2)c(C#N)c2c1CCCC2	-10.4%	-5.8%
Fc1ccc(N/N=C/c2cccc(Br)c2)c(F)c1	-8.3%	-12.1%
Cc1cccc(NC(=O)COC(=O)c2cc(C)nc3ccccc23)c1	0.9%	-1.1%
Cc1ccc(NC(=O)c2ccc(CN3CC(=O)N4CCCCC4C3=O)cc2)cc1C (stereo not given)	13.0%	2.2%
FC(F)(F)c1cccc(CSc2nnc(SCc3cccc(C(F)(F)F)c3)s2)c1	-13.0%	-11.5%
CC(=O)c1ccc(NC(=O)C2=CC(c3ccc(C)cc3)=NS(=O)(=O)N2C)cc1	-1.9%	6.1%
CCc1cc(=O)[nH]c(SCc2nc(-c3ccccc3)no2)n1	3.3%	-7.5%[57.5 µM]
CCCCN1C(=O)C(O)(CC(=O)c2ccc(CC)cc2)c2cc(Br)ccc21 (stereo not given)	3.3%	0.1%
O=C(Cc1ccc(Cl)cc1)NC1CC(=O)N(c2ccc3c(c2)OCCO3)C1 (stereo not given)	2.7%	-4.5%
CS(=O)(=O)Cc1ccc(C(=O)OCc2ccc(C#N)cc2F)cc1	1.9%	5.8%

Following part
canonical_smiles	AID inhibitor	UDG counterscr
COc1cc(C(=O)NCCSc2c(-c3ccccc3)[nH]c3ccccc23)cc(OC)c1OC	?	-7.2%
CC(C)n1c(SCC(=O)N2CCOCC2)nc2c1c(=O)n(C)c(=O)n2C	-3.5%	-6.8%
N#CCc1ccccc1C(=O)OCC(=O)N1CCN(c2ccccc2)CC1	2.1%	1.3%
N#Cc1cccc(NC(=O)COC(=O)c2ccccc2Sc2ccccc2C#N)c1	0.1%	-1.7%
Cc1nc(CN2CCN(C(=O)NCc3ccco3)CC2)cs1	2.9%	6.8%
N#Cc1nc(COc2ccc(F)cc2)oc1N1CCOCC1	5.1%	7.9%
O=C(NC1CCCCCCC1)C1CCC(Cn2cnnn2)CC1 (stereo not given)	-10.0%	-11.6%
CC1Cn2c(C(=O)NCc3cccc(Br)c3)cc3cccc(c32)S1 (stereo not given)	?	66.3%[activator]
CCN(CC)CCCNC(=O)CCC(=O)NNc1nc2ccccc2c2nc(C)nn12	0.4%	-5.1%
O=C(Nc1ccccc1C(=O)NCc1ccccc1)c1cccnc1	0.9%	9.0%
Cc1ccc(Cc2cnc(NC(=O)c3cc(=O)c4cc(C)cc(C)c4o3)s2)cc1	-12.8%	6.4%
CN(c1ccccc1C(=O)O)S(=O)(=O)c1ccc2[nH]c(=O)oc2c1	8.2%	-1.9%
CCOc1ccc(-c2nc(Cn3ccn4nc(-c5ccc(OCC)c(Cl)c5)cc4c3=O)c(C)o2)cc1	-4.9%	-2.3%
O=C(NC1CC(=O)N(c2ccc(Cl)cc2)C1)c1ccc(S(=O)(=O)N2CCCC2)cc1 (stereo not given)	10.5%	-4.7%
O=C(O)c1ccc(CNCc2ccsc2)cc1	3.3%	5.0%
CCC1CN(C(=O)N2CCC(C(=O)NCc3ccc(N(C)C)cc3)CC2)c2ccccc2O1 (stereo not given)	6.1%	0.5%[57.5 µM]

Three consecutive compounds from above, quoted:
canonical_smiles	AID inhibitor	UDG counterscr
Nc1nc(N2CCN(Cc3ccc(Cl)cc3)CC2)c2[nH]cnc2n1	-0.2%	-3.1%
CCCOc1ccc(NC(=O)Cc2ccc(OC)cc2)c2cccnc12	12.1%	-9.7%
COc1ccc(CN(C(=O)c2ccc(S(=O)(=O)N(C)C)cc2)C(C)Cc2cccs2)cc1 (stereo not given)	-14.9%	-7.9%
